EPAC1 antag: qHTS for Antagonist of cAMP-regulated guanine nucleotide exchange factor 3 (EPAC1): primary screen; EPAC1 GEF assay, Rap1b-BODIPY-GDP exchange fluorescence; Potency, µM (titrated, usually from 115 µM), for inactives: top-dose activity change, negative = inhibition, most hits filed as inhibitors; actives 0.14% (n = 360,000);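 also: potency is read from the fitted curve at half-maximal effect; plate controls were vehicle for no effect and positive control for full effect; nearly all actives have a fitted effect of over 50% in size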
Target sequence (O95398 whole entry, looked up): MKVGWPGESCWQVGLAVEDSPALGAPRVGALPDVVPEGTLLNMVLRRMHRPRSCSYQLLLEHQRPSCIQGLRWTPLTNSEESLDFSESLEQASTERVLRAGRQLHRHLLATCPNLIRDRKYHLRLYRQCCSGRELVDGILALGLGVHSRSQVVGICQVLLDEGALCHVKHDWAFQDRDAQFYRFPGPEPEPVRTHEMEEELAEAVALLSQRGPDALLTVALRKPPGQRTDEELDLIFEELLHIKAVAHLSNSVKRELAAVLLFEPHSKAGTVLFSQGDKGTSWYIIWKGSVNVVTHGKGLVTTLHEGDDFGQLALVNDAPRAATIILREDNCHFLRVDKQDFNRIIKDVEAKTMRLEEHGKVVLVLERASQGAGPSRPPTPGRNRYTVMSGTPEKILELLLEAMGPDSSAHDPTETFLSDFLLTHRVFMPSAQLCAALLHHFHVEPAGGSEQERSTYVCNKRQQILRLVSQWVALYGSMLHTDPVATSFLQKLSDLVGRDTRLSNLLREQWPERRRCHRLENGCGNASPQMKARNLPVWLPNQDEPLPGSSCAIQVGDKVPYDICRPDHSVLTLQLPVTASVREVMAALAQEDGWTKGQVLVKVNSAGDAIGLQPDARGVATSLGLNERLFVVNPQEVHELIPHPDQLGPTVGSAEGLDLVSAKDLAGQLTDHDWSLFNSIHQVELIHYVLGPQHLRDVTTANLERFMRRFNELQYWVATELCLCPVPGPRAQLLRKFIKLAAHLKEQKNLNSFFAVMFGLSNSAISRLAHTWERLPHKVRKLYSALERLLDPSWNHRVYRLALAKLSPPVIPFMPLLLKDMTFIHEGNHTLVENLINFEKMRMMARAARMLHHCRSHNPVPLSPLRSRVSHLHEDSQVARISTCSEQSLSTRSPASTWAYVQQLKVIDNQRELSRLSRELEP
WRN inhibitor: qHTS for Inhibitors of WRN Helicase | Bifunctional 3'-5' exonuclease/ATP-dependent helicase WRN (Homo sapiens), Q14191 | WRN helicase unwinding, fluorescent forked duplex, kinetic | Potency, µM (highest dose often 114 µM), without a hit: at the highest dose activity change, negative = inhibition, most hits filed as inhibitors | actives 0.46% (n = 360,000) | AID 651768, 2012; also: potency is read from the fitted curve at half-maximal effect; % is scaled to controls: 0 for no effect and ±100 for the full control effect; nearly all actives have a fitted effect of over 55% in size
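Primary qHTS, 1536-well format. 20 nM WRN + compound, 15 min RT; start with 100 nM forked fluorophore/quencher duplex, 2 mM ATP (final); kinetic read ex 525/em 598 nm.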
aSyn rescue: qHTS of alpha-syn Inhibitors; Yeast expressing alpha-synuclein, growth rescue, BacTiter-Glo, 24 h; Potency, µM (highest dose often 46.1 µM), inactives show at the top dose growth rescue (activation), hits mostly activators; actives 0.14% (n = 370,000); also: potency is read from the fitted curve at half-maximal effect; % of control where 0% means no effect; nearly all actives have a fitted effect of over 65% in size
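Rescue of yeast growth: cells expressing toxic alpha-synuclein, induced in galactose at OD600 0.02, incubated with compound 24 h at 30 C. ATP luminescence quantified growth; inhibitors of toxicity appear as activators.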
FUS yeast rescue: qHTS for Suppressors of FUS Proteinopathy: Primary screen using FUS-linked yeast assay; S. cerevisiae FUS-expressing, growth rescue, OD600, 24 h; Potency, µM (series often up to 76.6 µM), without a hit: top-dose growth rescue (activation), most hits filed as activators; actives 0.24% (n = 390,000); AID 1347120, 2019;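 also: potency is read from the fitted curve at half-maximal effect; plate controls were DMSO vehicle for no effect and reference control for full effect; nearly all actives have a fitted effect of over 55% in size; some results filed as inactive show a strong effect at the top dose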
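Quantitative HTS measuring growth restoration of FUS-toxic yeast. Galactose-induced cells (OD 0.005) were exposed 24hr at 30C to compounds at several concentrations, then absorbance at 600 nm was recorded.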
IL2 activator: qHTS of IL-2 Activators; IL-2 activation reporter assay, cell-based qHTS; stimulated with anti-CD3/CD4/CD28 beads; in transgenic mouse T cells; activation, % (series mostly up to about 46 µM); actives 0.065% (n = 360,000); in the data active = activation above about 50%; inconclusive = mostly about 30% to 49%; also: 0% is about no effect
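Using fluorescent plate cytometry, EGFP and DsRed are detected in transgenic mouse T cells stimulated 18 h at 37 degrees C with antibody-coated beads after 60 min compound pretreatment.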
EPAC1 agonist: qHTS for Agonist of cAMP-regulated guanine nucleotide exchange factor 3 (EPAC1): primary screen. Rap guanine nucleotide exchange factor 3 (Homo sapiens), O95398. EPAC1 agonist qHTS, biochemical assay; response scale: 100% = response to 6.5 mM cAMP. Potency, µM (series often up to 154 µM), for inactives: at the highest dose activation, hits mostly activators. actives 0.073% (n = 360,000). AID 720707, 2013; also: potency is read from the fitted curve at half-maximal effect; nearly all actives have a fitted effect of over 60% in size
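Multi-concentration qHTS readout: loss of Rap1B-bound BODIPY-GDP fluorescence driven by 100 nM EPAC1 with excess GDP (50 uM), monitored kinetically at room temperature; agonist response expressed relative to 6.5 mM cAMP.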
PI5P4Ka inh: qHTS for Inhibitors of phosphatidylinositol 5-phosphate 4-kinase (PI5P4K). Phosphatidylinositol 5-phosphate 4-kinase type-2 alpha (Homo sapiens), P48426. PI5P4Kalpha enzyme, ADP-Glo luminescence, 60 min; active compounds read low. max response, %. actives 1.2% (n = 330,000); active = max response of -50% or lower; inconclusive = between -30% and -50%; inactive = -30% or higher; also: value at the top dose of about 77 µM; % is scaled to controls: 0 for no effect and ±100 for the full control effect
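Human PI5P4Kalpha with substrate in 0.038 M HEPES pH 7.4, 0.28 mM EGTA, 0.1% CHAPS, 5% DMSO; reaction started with 5 microM ATP (final), 60 min at room temperature. ADP formed read by ADP-Glo luminescence.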
Abeta yeast res: qHTS for compounds that reverse cellular toxicity of Amyloid beta (A-beta) peptide in yeast: Primary Screen. actives 0.063% (n = 410,000). yeast expressing A-beta42, growth rescue, OD600, 48 h; response scale: 0% DMSO, 100% iron-clioquinol control. Potency, µM (titrated, usually from 46.1 µM), inactives show at the highest dose growth rescue, actives largely listed as activators. AID 1347071, 2019; also: potency is read from the fitted curve at half-maximal effect; nearly all actives have a fitted effect of over 55% in size
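Yeast A-beta toxicity model in growth medium with pinned compounds, 48 h at 30 C; growth read as absorbance at 600 nm. Normalized to FeCl3/clioquinol equimolar mix (positive) and DMSO (negative).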
PLK1 PBD inh: qHTS for Inhibitors of PLK1-PDB (polo-like kinase 1 - polo-box domain): Primary Screen. Serine/threonine-protein kinase PLK1 (Homo sapiens), P53350. Plk1 PBD binding of FITC phosphopeptide, fluorescence polarization. Potency, µM, inactives show max response, negative = inhibition, most hits filed as inhibitors. actives 2.8% (n = 360,000). AID 720504, 2013; also: potency is read from the fitted curve at half-maximal effect; series mostly up to about 57 µM; % is scaled to controls: 0 for no effect and ±100 for the full control effect; nearly all actives have a fitted effect of over 65% in size
* hit, by the source's call; u = inconclusive; x = not tested or not shown; [ ] = another dose, or the depositor's remark. Unless noted, calls follow the shape of the dose curve; as a rule, active = well fitted curve in the direction sought with a large enough effect; inconclusive = small, poorly fitted or top-dose-only effect, or another doubt; inactive = no such curve, though single readings can be large; an effect the other way counts as inactive or inconclusive.

SMILES | EPAC1 antag | WRN inhibitor | aSyn rescue | FUS yeast rescue | IL2 activator | EPAC1 agonist | PI5P4Ka inh | Abeta yeast res | PLK1 PBD inh
CCN(CC)S(=O)(=O)c1cc(OC)c(C)cc1C | -1% | 4% | 7% | 4% | 0.2 | 8% | 10 | 8% | -3%
CC(=O)Nc1ccc(Nc2nc(-c3sc(NC(C)=O)nc3C)cs2)cc1 | 2% | -26% | -1% | u | -0.7 | -1% | -22 | -17% | 24µM*
NC(=O)c1cc(S(=O)(=O)NCc2cccs2)cs1 | 0% | 8% | 1% | -34% | 0.8 | -7% | 2 | -5% | 1%
COCc1c(C(=O)N/N=C/C2CC=CCC2)nnn1-c1nonc1N (stereo not drawn) | -4% | 6% | -1% | x | 0.2 | 4% | 4 | 7% | -12%
Cc1csc(NC(=O)c2c(-c3c(F)cccc3Cl)noc2C)n1 | -15% | 1% | 7% | 1% | 0.3 | 6% | 4 | 4% | -8%
CCOc1cc(/C=C2\CN(CC)C/C(=C\c3ccc(O)c(OCC)c3)C2=O)ccc1O | u | -22% | 2% | 20% | -1.5 | 17% | -24 | 0% | -8%
CCCc1cc(=O)[nH]c(SCCCCN2C(=O)c3ccccc3C2=O)n1 | 14% | 3% | -6% | -15% | -4.5 | -1% | 2 | 8% | -3%
Cc1noc(C)c1S(=O)(=O)Nc1ccccc1Cl | 8% | -1% | 13% | -6% | 0.1 | -4% | -7 | -5% | -9%
COC(=O)C1C(=O)C2=C(CC1C)Nc1ccccc1NC2c1cccs1 (stereo not drawn) | 0% | 4% | 1% | -17% | -0.8 | -3% | 2 | -6% | 0%
COC1OC(CO)C(N(C)C(C)=O)C1O (stereo not drawn) | -5% | 3% | 0% | -29% | -0.8 | -13% | -7 | -11% | -15%
COc1ccc(N(C(=O)c2ccco2)S(=O)(=O)c2cc(OC)ccc2OC)cc1 | -1% | -4% | 9% | 13% | 0.7 | 6% | 3 | 7% | -6%
COc1ccc(NC(=O)CN(C)C(=O)CSc2nc3ccccc3s2)cc1 | -19% | -1% | -3% | 10% | -0.8 | 3% | u | 0% | 5%
CCCOc1ccc(C(=O)Nc2ccc(S(=O)(=O)N3CCN(C)CC3)cc2)cc1 | -16% | 7% | -6% | 19% | -0.3 | -10% | 10 | -6% | 5%
CS(=O)(=O)c1ccc(NC(=O)CCN2C(=O)C3CC=CCC3C2=O)cc1 (stereo not drawn) | 14% | 3% | -4% | -7% | -2.0 | 9% | -2 | 12% | -5%
O=[N+]([O-])c1cccc(C=NNc2ccccc2)c1 | -20% | -15% | -1% | -5% | -0.1 | 4% | 4 | -12% | -6%
O/N=C/c1cn(-c2ccccc2)nc1-c1ccc2c(c1)OCCO2 | 0% | -1%[57.1 µM] | 1% | 23% | -1.4 | 19% | 4 | -33%[inhibitor] | -6%
c1ccc2sc(N3CCCN(Cc4nc(-c5cnccn5)no4)CC3)nc2c1 | 6% | 3% | 10% | -9% | -2.7 | -2% | 2 | 1% | -6%
COc1ccc(/C=C/C(=O)Nc2cc(C)nn2-c2nc3ccccc3[nH]2)cc1 | u | 6% | 8% | x | -0.5 | 5% | 5 | -1% | -5%
Cc1ccc(S(=O)(=O)/N=C(/Nc2ccc3[nH]c(=O)[nH]c3c2)c2ccccc2)cc1 | u | -31% | -5% | 19% | -4.2 | 6% | -15 | -15% | -15%
COc1ccc(Nc2nc(N3CCOCC3)nc(N3CCOCC3)n2)cc1Cl | -26% | -5% | 4% | 7% | -0.7 | 8% | 0 | -7% | -6%
OCC1(Cc2ccccc2)CCCN(C2CCCC2)C1 (stereo not drawn) | -2% | 2% | -3% | 10% | 0.6 | -8% | 2 | -3% | 4%
C=CCOc1nc(-c2ccccc2Cl)nc2ccccc12 | -4% | -18% | -1% | -9% | 1.1 | 4% | 12 | 0% | 1%
COc1cc2c(cc1OC)C(C)N(CCN1C(=O)c3ccccc3C1=O)CC2 (stereo not drawn) | -13% | -4% | 0% | -13% | -0.6 | -4% | -7 | -1% | -1%
O=C(CCSc1nnc(-c2ccc(O)cc2)o1)N1CCOCC1 | 4% | 5% | 2% | 9% | 0.8 | 9% | 2 | 9% | -6%
O=c1cc2c(nn1Cc1ccc(Cl)cc1Cl)-c1ccccc1CC2 | -12% | 4%[57.1 µM] | 22% | 27% | -2.6 | 14% | 26 | -8% | -5%
CC1CCCN(S(=O)(=O)c2ccc(NC(=O)CN3C(=O)NC(C)(c4ccccc4)C3=O)cc2)C1 (stereo not drawn) | -16% | 0% | -3% | 28µM* | -4.0 | 3% | -6 | 14% | -1%
Brc1ccc(-c2nc3ncccn3c2Nc2ccc3c(c2)OCCO3)o1 | 0% | -6% | 4% | 15% | 1.9 | 0% | -6 | 12% | -6%
COC(=O)c1cc2ccsc2n1Cc1cc(=O)n2ccccc2n1 | -5% | -7% | 18% | 1% | -2.6 | 16% | x | -10% | -10%
CC(=O)Nc1ccc(C(=O)OCCC(C)C)cc1 | 3% | 6% | -9% | 17% | -2.1 | 7% | x | 2% | -2%
N#Cc1c(-c2ccccc2)cc(-c2ccccc2)nc1SCc1nnc(-c2ccccc2)o1 | 19% | -10% | 8% | 38% | 5.1 | -1% | 3 | -5% | -1%
COc1cc2sc(C)nc2cc1C | 11% | -1% | 9% | 12% | -4.2 | -8% | 2 | -13% | 1%
CCOc1ccc(NC(=S)N2CCC(N(C)CCN3CCOCC3)CC2)cc1 | -21% | -28% | 0% | x | 0.1 | 8% | 1 | -5% | -6%
CCOC(=O)c1c(NC(=O)CSc2nnc3c(n2)[nH]c2ccc(F)cc23)sc(C(C)=O)c1C | 12% | -10% | 0% | 9% | 2.4 | 14% | -1 | 7% | -27%
O=C(C1CCC(=O)N1Cc1ccccc1Cl)N1CCN(c2ccc(F)cc2)CC1 (stereo not drawn) | 7% | 6% | 8% | 23% | 0.0 | -5% | 3 | 3% | 1%
COc1cc(N=Nc2cccc(S(N)(=O)=O)c2)c2ccccc2c1N | -21% | u | -8% | u | -0.3 | 1% | -29 | 14% | -5%
O=C(Nc1cccc(-c2nnc(-c3ccco3)o2)c1)C(c1ccccc1)c1ccccc1 | u | -6% | -3% | 36% | -3.3 | 4% | 2 | -3% | -8%
O=[N+]([O-])c1ccc2c(c1)nc1n2CCN(CC2CCCO2)C1 (stereo not drawn) | -26% | -1% | -4% | -11% | -2.6 | 5% | 1 | -7% | -4%
CCOC(=O)/C=C1/SCC(=O)N1CC(=O)Nc1ccc2c(c1)CCC2 | -7% | -8% | 2% | 14% | -0.7 | -8% | 6 | 5% | 5%
Cc1c(C(=O)NCc2ccc3c(c2)OCO3)sc(=O)n1Cc1ccc(S(C)(=O)=O)cc1 | -5% | 1%[57.1 µM] | 5% | 25% | 0.7 | 5% | 0 | -9% | -6%
COc1ccccc1NC(=O)CCC(=O)OCc1cccc([N+](=O)[O-])c1 | -25% | -19%[57.1 µM] | 5% | -8% | 3.0 | 4% | 2 | 15% | -6%
CCN(c1ccccc1)S(=O)(=O)c1ccc(NC(=O)c2ccco2)cc1 | -27% | -5% | 10% | 27% | 0.4 | 14% | -4 | 8% | -19%
O=C(O)C1SCCN1S(=O)(=O)c1ccc2ccccc2c1 (stereo not drawn) | 9% | 16% | -18% | 7% | -3.9 | -13% | -1 | 7% | -11%
OCCNc1ncnc2c1sc1nc(N3CCOCC3)c3c(c12)CCC3 | 25% | 2% | -2% | 15% | 1.7 | 21% | 2 | 1% | 5%
O=C1N/C(=C/c2ccc(N3CCCC3)cc2)C(=O)N1c1ccccc1 | -1% | -1% | -1% | 9% | 157* | -11% | 4 | 6% | 11%
N#Cc1nc(-c2ccc(F)cc2)oc1N1CCN(C(=O)c2ccco2)CC1 | -17% | u | -8% | x | -3.8 | 9% | -2 | -24% | -8%
COc1ccc(/C=C/C(=O)NC2CCS(=O)(=O)C2)cc1 (stereo not drawn) | u | -9% | 2% | 4% | 1.5 | 5% | 12 | -9% | -8%
O=C(NCc1ccc(N2CCCC2=O)cc1)c1cccc(Cl)c1 | -6% | 5% | 2% | 3% | 4.0 | 1% | 0 | 7% | -3%
O=C(NC1CC2CCCC(C1)N2CC(=O)N1CCCc2ccccc21)C1CCCCC1 (stereo not drawn) | 8% | 0% | 2% | 19% | -0.3 | 0% | x | 15% | 1%
O=C(NCc1ccccc1)c1ccc(N2C(=O)C3CCCCC3C2=O)cc1 (stereo not drawn) | 1% | 3% | -2% | x | -0.2 | -3% | 5 | 4% | 7%
CC1(C)CC(=O)C(C(=S)Nc2ccccc2)=C(NC2CC(C)(C)NC(C)(C)C2)C1 | u | -5% | -4% | 6% | -2.5 | -1% | 1 | -6% | -15%
Cc1cc(-c2cc(C(=O)NCc3ccccc3)on2)nc(NC2CCCC2)n1 | -13% | -2% | 4% | -29% | -0.2 | 12% | 0 | 0% | -4%

Part of the list above, tab-delimited.
mol	EPAC1 antag	WRN inhibitor	aSyn rescue	FUS yeast rescue	IL2 activator	EPAC1 agonist	PI5P4Ka inh	Abeta yeast res	PLK1 PBD inh
O=C1N/C(=C/c2ccc(N3CCCC3)cc2)C(=O)N1c1ccccc1	-1%	-1%	-1%	9%	157*	-11%	4	6%	11%
OCCNc1ncnc2c1sc1nc(N3CCOCC3)c3c(c12)CCC3	25%	2%	-2%	15%	1.7	21%	2	1%	5%
